# M4 PAM = human M4 muscarinic receptor positive allosteric modulators, primary screen, CHO-K1 cells, Fluo-8 calcium fluorescence. Muscarinic acetylcholine receptor M4 (Homo sapiens), P08173. CHO-K1 hM4/Gqi5, ACh EC20; 0% = ACh EC20, 100% = maximal ACh. activation, % at 3 µM. 360,000 tested, 0.4% active;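 active = activation above its plate's cutoff, the mean activation of sample wells plus 3 SD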; also: some results filed as inactive read as strong as hits
# Target sequence (P08173 whole entry, looked up): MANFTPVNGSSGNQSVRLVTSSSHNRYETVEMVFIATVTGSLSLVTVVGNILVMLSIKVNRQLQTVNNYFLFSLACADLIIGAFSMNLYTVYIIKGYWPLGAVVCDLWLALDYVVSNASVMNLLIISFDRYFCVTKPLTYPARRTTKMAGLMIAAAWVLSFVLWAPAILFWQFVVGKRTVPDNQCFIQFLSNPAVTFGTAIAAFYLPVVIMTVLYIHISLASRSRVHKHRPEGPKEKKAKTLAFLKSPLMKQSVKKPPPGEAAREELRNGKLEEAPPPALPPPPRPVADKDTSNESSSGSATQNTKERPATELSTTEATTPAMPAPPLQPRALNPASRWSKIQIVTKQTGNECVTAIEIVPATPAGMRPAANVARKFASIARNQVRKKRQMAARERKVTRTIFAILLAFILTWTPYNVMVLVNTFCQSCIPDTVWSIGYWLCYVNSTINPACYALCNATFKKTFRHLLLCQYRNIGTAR
# CHO-K1 Ca ag = counter-screen for M1 agonists: effect in parental CHO-K1 cells; Fluo-8 calcium fluorescence; scaled to maximal ATP response, vehicle zero; activation, % at 3 µM; 360,000 tested, 0.48% active; in the data active = activation above about 15%;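 also: untransfected CHO-K1 host cells lacking M1 receptor as counterscreen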
# M1 PAM parental = nonselective calcium activators in parental CHO-K1 cells, primary screen, counter-screen for M1 PAM project, cell-based, Fluo-8 calcium fluorescence, full deck, 1536-well; 360,000 tested, 0.02% active; activation, % at 3 µM; AID 602247, 2012; ATP EC20; 0% at ATP EC20, 100% at ATP max;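 active = activation above the run cutoff, the mean activation of all test compounds plus 3 SD, cut at about 40% in these data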;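 also: peak over basal fluorescence ratio in a 140 s read after ATP addition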
# CHRM5 agonist = human M5 muscarinic receptor agonists, primary screen, CHO-K1 cells, Fluo-8 calcium fluorescence; Muscarinic acetylcholine receptor M5 (Homo sapiens), P08912; CHO-K1 hM5 cells; 0% DMSO wells, 100% maximal acetylcholine response; activation, % at 3 µM; 360,000 tested, 0.19% active;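 active = activation above the run's mean over test compounds plus 3 SD, cut at about 23% in these data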;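 also: signal is peak over basal fluorescence ratio across the kinetic read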
# Target sequence (P08912 whole entry, looked up): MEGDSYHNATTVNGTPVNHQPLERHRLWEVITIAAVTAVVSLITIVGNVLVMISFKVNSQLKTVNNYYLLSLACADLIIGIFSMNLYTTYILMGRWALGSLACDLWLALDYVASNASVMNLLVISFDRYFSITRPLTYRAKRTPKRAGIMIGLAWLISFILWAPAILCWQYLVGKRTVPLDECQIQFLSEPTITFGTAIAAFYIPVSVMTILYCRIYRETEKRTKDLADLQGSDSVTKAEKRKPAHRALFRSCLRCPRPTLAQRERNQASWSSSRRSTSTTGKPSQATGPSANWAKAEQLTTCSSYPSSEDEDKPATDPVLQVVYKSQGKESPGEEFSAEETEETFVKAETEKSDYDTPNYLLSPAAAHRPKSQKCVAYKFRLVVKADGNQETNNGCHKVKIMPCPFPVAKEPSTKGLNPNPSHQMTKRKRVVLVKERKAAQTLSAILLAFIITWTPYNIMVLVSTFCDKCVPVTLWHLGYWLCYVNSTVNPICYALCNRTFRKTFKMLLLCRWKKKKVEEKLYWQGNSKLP
# M5 PAM = human M5 muscarinic receptor positive allosteric modulators, primary screen, CHO-K1 cells, Fluo-8 calcium fluorescence. Muscarinic acetylcholine receptor M5 (Homo sapiens), P08912. CHO-K1 hM5, ACh EC20 PAM; 0% = ACh EC20, 100% = ACh EC100. activation, % at 3 µM. 360,000 tested, 0.3% active;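 active = activation above the run cutoff, the mean activation of all test compounds plus 3 SD, cut at about 18% in these data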
#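 System: CHO-K1 cell line with stable human muscarinic M5 receptor expression | Also added: EC20 acetylcholine as agonist stimulus | Compound: One concentration, 3 µM final (nominal) | Timing: Fluo-8 loading 80 min at 37 °C plus 30 min room temperature | Measured by: Fluo-8 calcium dye fluorescence, kinetic read | Read-out basis: % activation, ACh-normalized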
# CHRM5 antagonist = human M5 muscarinic receptor antagonists, primary screen, CHO cells, Fluo-8 calcium fluorescence. CHO-hM5 cells, ACh EC80. inhibition, % at 3 µM. 360,000 tested, 0.59% active. AID 624040, 2012;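 active = inhibition above a per-plate cutoff, the mean of that plate's test compounds plus 3 SD, cut at about 27% in these data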;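 also: 0% = acetylcholine EC80 with DMSO and 100% = DMSO without agonist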
# CHO-K1 Ca antag = counter-screen for M1 antagonists: effect in parental CHO-K1 cells; ATP-induced calcium, Fluo-8 fluorescence; inhibition, % at 3 µM; 360,000 tested, 0.6% active; AID 602250;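 active = inhibition above a per-plate cutoff, the plate's mean sample inhibition plus 3 SD, cut at about 24% in these data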;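 also: 0% = DMSO plus EC80 ATP and 100% = DMSO alone without ATP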
# M4 antag = human M4 muscarinic receptor antagonists, primary screen, CHO cells, Fluo-8 calcium fluorescence; Muscarinic acetylcholine receptor M4 (Homo sapiens), P08173; CHO-hM4 cells, ACh EC80; inhibition, % at 3 µM; 360,000 tested, 0.73% active;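 active = inhibition above its plate's cutoff, the mean inhibition of sample wells plus 3 SD, cut at about 27% in these data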;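 also: 0% = acetylcholine EC80 with DMSO and 100% = DMSO without agonist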
# CHRM4 agonist = human M4 muscarinic receptor agonists, primary screen, CHO-K1 cells, Fluo-8 calcium fluorescence; 360,000 tested, 0.14% active; activation, % at 3 µM; CHO-K1 hM4/Gqi5; vehicle 0%, full acetylcholine response 100%; AID 624127, 2012;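 active = activation above the run mean over all test wells plus 3 SD, cut at about 32% in these data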;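 also: peak over basal fluorescence ratio per well then scaled between controls; 0% = DMSO wells and 100% = acetylcholine at EC100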
# * marks the source's active call; other numbers are inactive results; · = not tested or not shown.
SMILES,M4 PAM,CHO-K1 Ca ag,M1 PAM parental,CHRM5 agonist,M5 PAM,CHRM5 antagonist,CHO-K1 Ca antag,M4 antag,CHRM4 agonist
CCCCCC(=O)Nc1ccc2oc(-c3cncc(Br)c3)nc2c1,0,0.3,18,3,2,-3,-23,4,0
OC(COc1ccc(F)cc1Cl)CN1CCC(Cc2ccccc2)CC1 (stereo unspecified),-14,15,2,1,-6,21,-4,1,20
O=c1oc(=S)oc2c1[C@H](c1ccc(Cl)cc1)O[C@H](C1CCCC1)C2,-11,0.2,28,-5,-10,-2,-16,-4,-2
N#CC1C=Cc2ccccc2N1C(=O)c1ccccc1 (stereo unspecified),18,1.0,26,-8,10,-4,-17,0,1
CCn1c(CC(=O)Nc2ccccc2)nnc1SCC(=O)N1CCOCC1,9,0.7,6,-1,-9,12,-12,3,·
COc1ccc(CNC(=O)c2cc(-c3ccco3)on2)cc1,0,1.3,23,-4,0,-7,-11,2,-1
CNC(=O)COC(=O)c1cc(-c2ccco2)nc2ccccc12,-6,11,14,2,-1,8,-4,5,2
Cc1ccccc1S(=O)(=O)Cc1ccc(C(=O)NCc2ccc(F)cc2)o1,4,3.0,25,0,2,1,-7,-2,4
Cc1ccc(F)c(NC(=S)Nc2cccc3ccccc23)c1,2,0.0,-15,-4,-1,4,15,-2,0
O=C(NCCc1ccccc1)C(=O)NCC1CCCN1S(=O)(=O)c1cccs1 (stereo unspecified),-8,3.8,5,4,-16,15,2,-5,19
CC(C)(C)C(=O)O/N=C(\N)c1ccc([N+](=O)[O-])s1,-2,0.8,7,0,9,9,0,-3,1
Cc1cc2nc(-c3cccc(Br)c3)c(Cc3ccccc3)n2c(C)c1Br,3,0.5,-2,-2,-3,-10,-1,6,-1
CCCCOC(=O)CSc1nnc(N)s1,-3,0.0,0,2,-2,1,-9,7,0
Cc1ccc(/C=N/n2c(-c3cccs3)n[nH]c2=S)cc1,4,-0.9,4,-5,0,-1,-6,-4,-2
CC(SCC(=O)Nc1ccc(F)cc1)c1nc2ccccc2c(=O)[nH]1 (stereo unspecified),11,0.6,10,0,22*,-14,-3,-11,2
COc1ccc(OC)c(S(=O)(=O)NC(C)c2ccc(-n3ccnc3)cc2)c1 (stereo unspecified),7,0.7,12,-5,1,6,-15,-4,1
O=C(c1ccc(CS(=O)(=O)c2c(Cl)cccc2Cl)o1)N1CCN(c2ccccn2)CC1,-9,5.0,17,2,-14,4,1,2,15
CCn1c(SCC(=O)Nc2ccc(C)cc2)nc(O)cc1=O,-2,2.9,1,-4,-10,23,-2,-2,12
COCCN(C(=O)COC(=O)/C=C/c1ccco1)c1c(N)n(Cc2ccccc2)c(=O)[nH]c1=O,0,0.9,18,1,4,-6,-8,-1,1
O=C1CSC(c2nn(-c3ccccc3)cc2-c2cc3ccccc3oc2=O)N1Cc1ccco1 (stereo unspecified),4,2.0,-5,1,-13,11,8,3,8
COC(=O)c1ccc(CN2C(=O)NC(Cc3c[nH]c4ccccc34)C2=O)cc1 (stereo unspecified),-6,15*,-5,7,-9,14,0,6,20
Cc1nc2sccn2c(=O)c1S(=O)(=O)N1CCN(c2ccccc2)CC1,-17,0.2,11,-1,-8,8,10,61*,0
CC(C)CN(C(=O)CC1CCCC1)c1c(N)n(Cc2ccccc2)c(=O)[nH]c1=O,6,-0.1,-19,0,4,-5,5,-1,1
Cn1c(=O)c2[nH]c(-c3ccccc3Cl)c(O)c2n(C)c1=O,1,1.6,-5,0,-6,9,6,-1,5
CCNC(=S)N1CCN(S(=O)(=O)c2ccc(C)cc2)CC1,-3,2.6,10,4,7,-1,-12,-4,2
O=C(Cn1c(NCCCO)nc2ccccc21)c1ccc(Cl)cc1Cl,-8,0.8,10,1,-2,0,-7,11,3
Cc1cc(C)nc(N2CCN(C(=O)c3ccc(S(=O)(=O)N4CCCCCC4)cc3)CC2)n1,-1,0.0,12,-5,-7,27,-4,13,0
COc1ccc(NC(=O)Nc2c(SC)nsc2SC)cc1,8,0.5,10,-6,-5,-1,-3,-3,2
CN(NC(=O)c1ccc(Cl)cc1)c1nc(-c2ccccc2)nnc1C(F)(F)F,-2,0.3,-5,-1,-2,-1,7,0,3
COc1cc(C=O)ccc1OCCCOc1ccccc1[N+](=O)[O-],-3,4.0,10,-1,-7,8,-8,1,8
CC1(C)C2CCC1(CS(=O)(=O)Nc1ccc(S(=O)(=O)NC3CCCCC3)cc1)C(=O)C2 (stereo unspecified),2,2.8,15,2,-5,7,-4,-4,8
COc1cc(CN(CCc2c(C)[nH]c3ccc(C)cc23)C(=S)NC(C)(C)C)cc(OC)c1OC,4,2.3,25,4,-5,5,-6,-6,5
CNC(=S)N/N=C/C1=CCC2CC1C2(C)C (stereo unspecified),-6,0.1,10,-8,-1,1,-4,-5,-3
Cc1cccc(N2CCN(C(=O)c3cc(COc4ccc(F)c(F)c4)on3)CC2)n1,-6,2.5,6,-1,-4,-1,0,2,6
Cn1nnnc1SCc1nnc(-c2ccc(Cl)cc2)o1,9,0.0,23,-3,7,-9,-10,-4,3
Cc1cccc(NC(=O)c2ccccc2NC(=O)C(C)(C)C)n1,0,-0.1,-6,-2,1,-4,18,2,0
CC(=O)Nc1cc(-c2ccc(C(=O)N3CCOCC3)cc2)cn2c(-c3ccc(S(C)(=O)=O)cc3)cnc12,-4,0.3,-10,3,-2,5,12,6,2
Cc1ccc(CNCC(=O)Nc2cccc(S(=O)(=O)NC3=NCCCCC3)c2)cc1,-8,2.1,1,-4,0,-6,-13,2,4
O=C(NNC(=O)c1cccc(Br)c1)C(=O)N1CCCCC1,10,0.8,19,1,4,-6,-11,-3,2
O=C1/C(=C/c2ccccc2)NC(=S)N1C(c1ccccc1)c1ccccc1,-2,0.3,25,-4,-3,-16,-19,-7,-1
OC(COc1ccc2ccccc2c1Br)Cn1cnc(-c2ccccc2)c1 (stereo unspecified),1,0.4,16,-4,-2,6,-14,-5,3
C/C=C/Cn1c(SCCCc2ccccc2)nc2c1c(=O)[nH]c(=O)n2C,4,2.6,13,12,-3,-2,-9,-8,3
CN(C(=O)c1ccno1)c1nnc(-c2cccnc2)s1,5,0.1,-1,-5,-11,7,0,2,0
COc1ccc(-c2cn[nH]c2-c2ccc(OCC(=O)NN)cc2O)cc1,-4,6.6,10,-1,-10,19,1,7,16
COC(=O)[C@H](Cc1ccccc1)NC(=O)Cn1cnc(C(=O)Nc2ccc(C)c(C)c2)n1,0,2.0,22,0,-9,8,-11,-4,4
O=C(Oc1cc2oc(=O)cc(-c3ccccc3)c2cc1Cl)C1CCCCC1,13,2.1,15,4,4,-4,-1,2,0
Cc1ccc2[nH]c(=O)c(CN(C)S(=O)(=O)c3cccc4nonc34)cc2c1,3,1.2,14,-3,4,-3,-14,9,1
COc1ccc(OCc2nnc(SCC(=O)Nc3ccccc3Cl)o2)cc1,2,1.2,3,-3,5,2,-8,4,1
Cc1ccc(CSCCNC(=O)CN(c2cc(C)ccc2C)S(C)(=O)=O)cc1,-2,3.6,5,0,-7,-7,-3,-2,11
CC(C)NCC(O)COC1C2CC3CC(C2)CC1C3 (stereo unspecified),9,0.6,21,-1,9,-3,0,-11,2
O=C(Nc1cccc(O)c1)c1ccc(Br)cc1,4,0.8,2,-5,-12,9,3,-3,0
COc1ccccc1NC(=O)c1ccc(S(=O)(=O)NCc2ccco2)cc1,-9,0.6,-11,-4,0,6,-4,12,3
O=C(N/N=C/c1ccc(Br)o1)c1cc([N+](=O)[O-])cc([N+](=O)[O-])c1,3,-0.4,1,3,4,9,-7,-10,0
CCCC1CC(C)(C(=O)CSc2n[nH]c(-c3ccccc3)n2)OC1=O (stereo unspecified),-4,0.4,-3,2,-3,6,10,-1,4
COC(=O)/C=C/c1ccc(-n2cncn2)cc1,0,1.0,11,0,5,0,2,2,0
CN(C(=O)COC(=O)COc1ccc(Cl)cc1Cl)c1c(N)n(Cc2ccccc2)c(=O)[nH]c1=O,12,0.3,3,1,2,4,1,-4,2
COc1cccc(CN2CCC2(C)C(=O)Nc2cnc3ccccc3c2)c1F (stereo unspecified),-9,4.4,9,0,-15,14,-8,18,11
Nc1nc(SCCOc2ccccc2)n[nH]1,13,0.2,14,1,4,-4,-5,5,0
COCOc1cccc(CN2CCC(C)(Oc3ccc(SC)cc3)C2)c1 (stereo unspecified),-8,-0.2,27,-2,0,4,-13,-4,1
COc1cccc(N2CCN(c3ccc4nnc(CCC(=O)N5CCN(C)CC5)n4n3)CC2)c1,3,0.3,-13,-2,1,-5,-10,-6,2

# An excerpt from above in order of the CHRM4 agonist value, descending:
canonical_smiles	M4 PAM	CHRM5 agonist	CHRM5 antagonist	M4 antag	CHRM4 agonist
COc1ccc(-c2cn[nH]c2-c2ccc(OCC(=O)NN)cc2O)cc1	-4	-1	19	7	16
CC(=O)Nc1cc(-c2ccc(C(=O)N3CCOCC3)cc2)cn2c(-c3ccc(S(C)(=O)=O)cc3)cnc12	-4	3	5	6	2
Nc1nc(SCCOc2ccccc2)n[nH]1	13	1	-4	5	0

# (listing goes on)
SMILES,M4 PAM,CHO-K1 Ca ag,M1 PAM parental,CHRM5 agonist,M5 PAM,CHRM5 antagonist,CHO-K1 Ca antag,M4 antag,CHRM4 agonist
C=CCSc1nnc(-c2ccncc2)n1-c1ccc(OCC)cc1,-5,0.3,10,-1,-2,5,-10,1,0
CCN(C[C@H]1N[C@@](Cc2ccccc2)(C(=O)OC)[C@H]2C(=O)N(C)C(=O)[C@@H]12)C(=O)Nc1ccccc1,6,0.3,11,-1,1,-5,0,1,1
O=C1C2C3c4ccccc4C(c4ccccc43)[C@@H]2C(=O)N1c1ccccn1 (stereo partly specified),-6,0.8,11,-3,-1,4,-4,-3,1
O=C(N/N=C/c1cccc(F)c1)c1c(O)c2ccccc2[nH]c1=O,2,4.1,19,0,6,-3,-4,-4,0
Cc1ccc(C(=O)OCC(=O)Nc2ccccc2C(F)(F)F)cc1S(=O)(=O)N1CCOCC1,7,0.4,18,-2,4,-1,-10,-8,1
CC(=O)NC(c1cccc(F)c1)c1nc(-c2ccc(N(C)C)cc2)cs1 (stereo unspecified),4,0.7,11,-1,-3,0,6,-14,2
Cc1ccc(CC(=O)OC(C)C(=O)NC2CCCCC2C)cc1C (stereo unspecified),7,-0.1,21,-1,3,1,-24,-6,1
C/C(=C\C(=O)c1ccc(C)o1)Nc1ccc(C(=O)O)cc1C,3,0.1,10,0,-2,1,-4,2,0
COc1ccc(C2CC(C(F)(F)F)n3nc(C(=O)NCc4c(C)nn(C)c4C)c(Cl)c3N2)cc1 (stereo unspecified),-2,0.8,19,0,1,10,-4,5,0
CC1CCCN(Cc2nc3c(c(=O)n(C)c(=O)n3C)n2CC(N)=O)C1 (stereo unspecified),8,-0.1,7,2,6,-9,9,-6,1

# Screening data (PubChem)
